# Source: PubChem
# Gli-Sufu block: Gli-Sufu pathway antagonists, primary screen, luciferase luminescence, Sufu-KO-LIGHT cells, uHTS; Sufu-KO-LIGHT fibroblasts, Gli luciferase reporter luminescence; inhibition, % at 5 µM; 0.74% of 340,000 active; AID 588413, 2011;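 active = inhibition above about 55%, limit read from the data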;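 also: 0% = DMSO-treated cells and 100% = wells with medium but no cells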
# CXCR6 block: CXCR6 receptor inhibitors, primary screen, cell-based, beta-arrestin, luminescence, CHO-K1 PathHunter, 1536-well. inhibition, % at 20 µM. 0.36% of 360,000 active. C-X-C chemokine receptor type 6 (Homo sapiens), O00574. AID 602244, 2012; in the data active = inhibition above about 34%, passing the limit was not always enough;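 also: antagonist mode with CXCL16 agonist at 10 nM final; 0% = 10 nM CXCL16 with DMSO and 100% = unstimulated wells without agonist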
# APJ antag: antagonists of human apelin receptor APJ, primary screen, CHO-K1 cells, beta-arrestin complementation, luminescence. P35414. inhibition, % at 20 µM. 0.32% of 330,000 active. AID 2521, 2010;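 active = inhibition above about 40% at 20 µM, limit read from the data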;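 also: cells challenged with 10 nM apelin-13 agonist together with compound; plate controls were apelin-13 plus DMSO wells for no effect and DMSO wells lacking apelin-13 for full effect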
# Target sequence (P35414 whole entry, looked up): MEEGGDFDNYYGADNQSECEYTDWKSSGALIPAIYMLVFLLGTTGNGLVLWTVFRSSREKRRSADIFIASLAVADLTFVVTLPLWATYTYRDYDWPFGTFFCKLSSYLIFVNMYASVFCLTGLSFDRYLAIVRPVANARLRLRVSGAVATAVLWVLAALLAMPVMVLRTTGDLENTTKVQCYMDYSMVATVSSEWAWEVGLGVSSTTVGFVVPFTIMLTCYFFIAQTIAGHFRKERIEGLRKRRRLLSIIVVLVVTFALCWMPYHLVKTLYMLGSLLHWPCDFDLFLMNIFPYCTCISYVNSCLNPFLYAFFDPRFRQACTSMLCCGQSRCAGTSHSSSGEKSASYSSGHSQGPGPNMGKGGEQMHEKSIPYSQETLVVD
# Jurkat NFkB inh: inhibitors of induced NF-kB luciferase reporter, primary screen, TCR NF-kB activation inhibitor project, cell-based, luminescence, uHTS | 0.53% of 330,000 active | Jurkat, PMA/ionomycin-induced NF-kB luciferase reporter | inhibition, % at 4 µM; in the data active = inhibition above about 50%
# UBC13 polyUb: UBC13 polyubiquitin chain formation inhibitors, primary screen, biochemical, TR-FRET, uHTS; Ubiquitin-conjugating enzyme E2 N (Homo sapiens), P61088; 0.47% of 330,000 active; inhibition, % at 20 µM; AID 485273, 2010; in the data active = inhibition above about 45%, passing the limit was not always enough
# Target sequence (P61088 whole entry, looked up): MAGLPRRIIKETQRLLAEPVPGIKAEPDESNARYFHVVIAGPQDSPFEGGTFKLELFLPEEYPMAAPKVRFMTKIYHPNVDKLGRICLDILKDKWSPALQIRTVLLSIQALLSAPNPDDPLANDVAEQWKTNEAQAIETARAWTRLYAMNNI
# EBI2 antag: EBI2 receptor antagonists, beta-arrestin recruitment, primary screen, cell-based, luminescence, 7a,25-OHC stimulation, uHTS. AID 651636, 2012. G-protein coupled receptor 183 (Homo sapiens), P32249. 7a,25-OHC stimulated. 0.81% of 360,000 active. inhibition, % at 5 µM; in the data active = inhibition above about 38%;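 also: enzyme fragment complementation signal reports receptor beta-arrestin coupling in cells; 0% = agonist plus DMSO wells and 100% = wells without agonist; some results beyond the cut were filed as inactive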
# 697 NFkB inh: inhibitors of PMA/ionomycin-induced NF-kB reporter, 697 cells, primary screen, B-cell NF-kB inhibitor project, cell-based, luminescence, uHTS; 697 B-cell NF-kB luciferase reporter, 16 h; inhibition, % at 4 µM; 0.33% of 330,000 active; AID 435022, 2010; in the data active = inhibition above about 35%
# CCR6 antagonist: CCR6 receptor antagonists, primary screen, cell-based, CHO-K1, luminescence, beta-arrestin, uHTS | inhibition, % at 20 µM | 0.49% of 340,000 active | AID 493098, 2011 | CHO-K1 CCR6 PathHunter beta-arrestin, CCL20-stimulated;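 active = compounds whose inhibition of the agonist-driven luminescence signal at 20 µM reaches about 50%, limit read from the data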;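 also: cells stimulated with CCL20 at 14 nM final; plate controls were DMSO with CCL20 for no effect and DMSO without agonist for full effect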
# Target sequence (P51684 whole entry, looked up): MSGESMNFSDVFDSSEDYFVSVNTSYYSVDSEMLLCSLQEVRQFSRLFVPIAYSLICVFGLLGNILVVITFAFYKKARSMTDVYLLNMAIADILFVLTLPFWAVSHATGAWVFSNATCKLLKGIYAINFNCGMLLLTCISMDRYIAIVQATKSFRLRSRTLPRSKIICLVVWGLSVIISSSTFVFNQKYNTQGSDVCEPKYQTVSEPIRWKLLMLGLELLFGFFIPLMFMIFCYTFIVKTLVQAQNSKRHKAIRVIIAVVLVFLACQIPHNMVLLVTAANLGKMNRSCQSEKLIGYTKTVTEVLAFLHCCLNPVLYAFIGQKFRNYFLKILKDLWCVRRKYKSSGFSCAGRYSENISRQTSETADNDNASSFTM
# * = called active by the depositor; / = not tested or not shown. Rows were taken by chance. About 3% of those tested had a hit in this group.
# Order of values: Gli-Sufu block, CXCR6 block, APJ antag, Jurkat NFkB inh, UBC13 polyUb, EBI2 antag, 697 NFkB inh, CCR6 antagonist
- COc1ccc2c(c1[N+](=O)[O-])CCC/C2=N/OC(=O)c1ccccc1SC
    3, -3, -23, 13, -21, 5, -1, 0
- Cc1cccc(C(=O)N/N=C/c2ccncc2)c1
    -3, 5, 10, -9, -4, -8, 7, -16
- CN1C(=S)SC(N(O)C(=O)Nc2ccccc2)C1(C)C (stereo unspecified)
    3, 1, 13, 4, 11, 5, 8, -8
- COc1cccc(-c2sc3ccc(OC)cc3c2-c2cc(F)cc(OC)c2)c1
    17, 7, 14, -2, 2, 8, 16, 16
- Cc1ccc(C2CC2/C(=N/O)c2ccc(F)cc2)cc1 (stereo unspecified)
    5, -17, -20, 2, -2, 3, -12, 17
- CCN(CC)S(=O)(=O)c1cccc(NC(=O)COC(=O)c2cccs2)c1
    17, 6, -2, -6, 13, -6, 10, 4
- Cc1ccc(Oc2cnn(-c3ccccc3)c(=O)c2Br)cc1
    -5, 3, -17, -5, 36, 6, 5, 17
- Cc1csc(NC(=O)C2CCN(C(=O)c3ccccc3C)CC2)n1
    1, 12, -4, 3, 17, -8, 21, 10
- CCOC(=O)C1=c2s/c(=C\c3ccncc3)c(=O)n2C(N)=C(C(=O)OC)C1c1ccncc1 (stereo unspecified)
    12, 9, 9, 12, 10, 22, -3, 14
- CCCn1c2ccccc2c2cnn(CC(=O)NCCCOC)c(=O)c21
    -27, 2, 14, -5, 8, -2, 11, 0
- Cc1cc(C(=O)COC(=O)c2ccc3c(c2)OCO3)c(C)n1Cc1cccs1
    19, 1, -8, -4, -4, -6, -9, 22
- CCOc1ccc(NC(=O)c2cccc(NC3=NC4CS(=O)(=O)CC4S3)c2)cc1 (stereo unspecified)
    2, -9, 5, -16, 4, 9, -3, 7
- CCc1ccc(/C=C/c2c[nH]c3ccccc23)[n+](CC)c1
    78*, -5, 0, 37, -12, -4, 4, -1
- Cc1cc(C(=O)CSc2n[nH]c(N)n2)c(C)n1-c1cc(F)ccc1F
    -30, -3, 2, -24, -7, 0, -49, 14
- CC(=O)c1ccc(N2CCN(C(=O)/C=C/c3ccc4ccccc4n3)CC2)cc1
    30, -1, 5, 1, -3, 22, -10, 20

# Just Gli-Sufu block (4 entries from above):
Molecule	Gli-Sufu block
Cc1ccc(C2CC2/C(=N/O)c2ccc(F)cc2)cc1 (stereo unspecified)	5
CCN(CC)S(=O)(=O)c1cccc(NC(=O)COC(=O)c2cccs2)c1	17
Cc1ccc(Oc2cnn(-c3ccccc3)c(=O)c2Br)cc1	-5
Cc1csc(NC(=O)C2CCN(C(=O)c3ccccc3C)CC2)n1	1

# Reformatted: 3 of the compounds above.
molecule: Cc1ccc(C2CC2/C(=N/O)c2ccc(F)cc2)cc1 (stereo unspecified)
  Gli-Sufu block: 5 | CXCR6 block: -17 | APJ antag: -20 | Jurkat NFkB inh: 2 | UBC13 polyUb: -2 | EBI2 antag: 3 | 697 NFkB inh: -12 | CCR6 antagonist: 17

molecule: CCN(CC)S(=O)(=O)c1cccc(NC(=O)COC(=O)c2cccs2)c1
  Gli-Sufu block: 17 | CXCR6 block: 6 | APJ antag: -2 | Jurkat NFkB inh: -6 | UBC13 polyUb: 13 | EBI2 antag: -6 | 697 NFkB inh: 10 | CCR6 antagonist: 4

molecule: Cc1cccc(C(=O)N/N=C/c2ccncc2)c1
  Gli-Sufu block: -3 | CXCR6 block: 5 | APJ antag: 10 | Jurkat NFkB inh: -9 | UBC13 polyUb: -4 | EBI2 antag: -8 | 697 NFkB inh: 7 | CCR6 antagonist: -16

# (listing goes on)
# Order of values: Gli-Sufu block, CXCR6 block, APJ antag, Jurkat NFkB inh, UBC13 polyUb, EBI2 antag, 697 NFkB inh, CCR6 antagonist
- O=C(CN(C(=O)Cn1nnc(-c2ccc(F)cc2)n1)c1ccc(F)cc1)NC1CCCC1
    19, -4, 15, 2, 0, 4, -5, 4
- COc1cc(C2C(C#N)=C(N)OC3=C2C(=O)CC(C)(C)C3)c([N+](=O)[O-])cc1OC (stereo unspecified)
    1, -7, -44, -17, -24, 9, -31, -7
- CC1CC(C)CN(CCCNC(=O)C2CCN(S(=O)(=O)N3CCCCC3)CC2)C1 (stereo unspecified)
    -3, -3, -3, -19, 7, -6, 6, -7
- CC(Sc1ccccc1)C(=O)NNC(=O)c1ccncc1 (stereo unspecified)
    -8, -1, -9, -3, -7, -11, -7, 5
- CCC(=O)Nc1nnc(SCC(=O)Nc2ccc3c(c2)OCO3)s1
    -1, 8, 11, 4, -6, -9, 2, 11
- Cc1ccc(-n2nc(C)c(/C=N/n3c(C)n[nH]c3=S)c2Cl)cc1
    -9, -3, 2, 14, -8, 2, -14, -17
- Cc1ccc(C(=O)Nc2ccc(N3CCOCC3)cc2N2CCOCC2)cc1
    6, -3, 11, -4, -2, 16, -1, -4
- Cc1cc(Nc2cccc(F)c2)nc(N2CCOCC2)n1
    -5, 5, -8, -3, 0, 9, 15, 2
- Cn1c(=O)oc2cc(S(=O)(=O)NCc3ccncc3)ccc21
    36, -1, -1, 0, -6, 12, -23, -15
- Cc1ccc(N2NC(=O)/C(=C\c3cc4c(cc3[N+](=O)[O-])OCO4)C2=O)cc1C
    -6, 26, /, /, /, 17, /, 35
- COc1cc(C(=O)NCCC(=O)NCc2ccc3c(c2)OCO3)cc(OC)c1OC
    -17, 1, -4, 0, -12, 3, 6, -1
- CC1=CC(C)(C)Nc2ccc(OC(=O)CCN3C(=O)c4ccccc4C3=O)cc21
    10, 17, 12, 15, 5, 2, 41*, 41
- CCC1CCCN1Cn1cnc2c([nH]c3ccc(Cl)cc32)c1=O (stereo unspecified)
    6, -11, -10, -4, 3, -7, 7, -7
- CC(=O)Nc1ccc2c(c1)-c1ccc(F)cc1C2=O
    -14, 3, /, /, /, -6, /, 17
- Cc1ccc2nc(C(F)OC(F)(F)F)[nH]c2c1 (stereo unspecified)
    4, 7, -6, 2, 6, -3, 20, 3
- Cc1cccc(OCCn2c(NC(=O)c3ccco3)nc3ccccc32)c1
    4, 36, -38, 5, -10, 0, -47, 47
- Cc1ccccc1NS(=O)(=O)c1ccc(C)c(C(N)=O)c1
    3, 4, 10, -2, 5, -18, 15, -5
- O=C(C1CC(c2ccccc2O)=NO1)N1CCCCC1 (stereo unspecified)
    -51, 7, 13, -36, -2, -12, -44, -1
- CCOC(=O)C(NC(=O)NC1CCCCC1)(c1ccccc1)C(F)(F)F (stereo unspecified)
    -3, -5, 7, -10, 4, -2, 10, 5
- CCCCCC(=O)Nc1cccc(C2=NOC3(C2)C[C@H](C(N)=O)N(C(=O)CCCCC)C3)c1 (stereo partly specified)
    2, -2, 5, 18, 10, -3, 9, 0
- CC1CCN(C(=O)c2cc(F)c(F)cc2Cl)CC1
    -5, -3, -3, 1, 0, -2, -7, -1
- CCOC(=O)c1nc(-c2ccc(OC)c(OC)c2)cnc1C#N
    -3, 3, -1, 2, 1, -7, -7, -7
- NS(=O)(=O)c1ccc(CCNS(=O)(=O)c2cccc(C(=O)O)c2)cc1
    5, 12, 6, -3, 1, -10, 11, 2
- COC(=O)c1c(NC(=O)/C=C/C(=O)O)sc(C)c1-c1ccc(C(C)C)cc1
    -5, -1, 8, 0, -27, -2, 4, 10
- COc1ccccc1S(=O)(=O)c1c(C)cc(C)[nH]c1=O
    2, -2, 19, 6, 4, -13, 7, 1
- O=C(CCS(=O)(=O)c1ccccc1)N(CCCN1CCOCC1)c1nc2ccc(F)cc2s1
    -27, 0, 0, -68, 5, 20, -27, /
- Cc1nn(C)c(Cl)c1CN1CCC(Oc2ccc(C(=O)N3CCCC3)cc2)CC1
    25, -2, 13, 10, 6, -2, 14, 18
- CC(=O)Oc1ccc(-c2nc3ccccc3c(=O)o2)cc1
    -3, 2, -15, 10, 3, -7, 1, 7
- OCCC#Cc1ccc(CN2CCN(Cc3ccccc3)C(CCO)C2)cc1 (stereo unspecified)
    -1, 4, 3, 7, 16, -3, -3, 0
- CC(C)(C)c1ccc(OCCOCCn2cnc3ccccc3c2=O)cc1
    0, -11, -7, -17, 9, 2, -14, 2
- COC(=O)c1cccc(NC(=O)Cn2cnc3ccccc3c2=O)c1
    5, 4, 4, 0, 6, -5, 19, 8
- CC1=NN(c2ccccc2)C(=O)/C1=C\c1cn(C)c2ccccc12
    0, 13, 10, -22, -104, 17, -15, 25
- Cc1ccc(CC(NC(=O)c2ccccc2)C(=O)NC(CC(C)C)C(=O)O)cc1 (stereo unspecified)
    -5, -4, 8, -6, 4, 3, 7, 4
- O=C1C=C(O)c2cccc3cccc1c23
    22, 4, 23, 9, -33, 21, 6, 16
- O=C(CCCCCn1c(=S)[nH]c2cc3c(cc2c1=O)OCO3)N1CCN(Cc2ccccc2)CC1
    11, -2, -17, 4, 36, -4, -43, 1
- Cc1ccc2c(c1)sc1nc(=O)n(-c3ccc(Cl)cc3)c(=O)n12
    -32, 1, 6, -35, 2, -2, -10, 4
- O=c1[nH]cnc2c1nc(NCc1ccccc1)n2C1O[C@@H](CO)[C@H](O)[C@@H]1O (stereo partly specified)
    -10, 8, 10, 0, 4, -3, -6, 9
- O=C(c1ccccc1F)N1CCN(c2ncccn2)CC1
    8, 0, -8, -10, 4, -4, 8, -16
- Cc1ccc([N+](=O)[O-])cc1-c1[nH]c(-c2ccc(O)c(O)c2)nc1-c1ccccc1
    13, 12, -2, 3, -6, 8, -6, 19
- Cc1cc(C)cc(NC(=O)c2ccc(NC(=O)c3ccco3)cc2)c1
    11, -6, -4, 9, -8, -9, 26, -1
- CC(C)CNS(=O)(=O)c1ccc(C(=O)Nc2ccc3c(c2)OCO3)cc1
    21, 1, -2, 10, 2, 33, 9, 2
- COc1ccc(NC(=O)CC2CC3CCC2C3)cn1 (stereo unspecified)
    -15, -1, 17, -19, 2, -6, 4, 8
- O=C(CN1CCOCC1)n1c2c(c3ccccc31)CCCC2
    2, -8, -8, 5, 12, 0, -8, -4
- CCC(CC)CN1CCC(CN2CCNC(=O)C2=O)CC1
    20, 2, /, /, /, -10, /, -12
- O=C(CNC(=O)c1ccc(F)cc1)NCc1ccc(Cl)cc1
    -4, -7, 7, -12, 6, 4, 4, 8
- CCCCc1nnc(NC(=O)C(C)Sc2nc(C)cc(=O)[nH]2)s1 (stereo unspecified)
    7, -4, -6, 9, 4, -12, 20, -7
- NC(=O)CSc1nnc(NC(=O)c2ccc3ccccc3c2)s1
    -11, 4, 5, -29, -4, -19, 7, -3
- CC(C)Cc1nc2oc3c(NCc4cccnc4)ncnc3c2c2c1CCC2
    20, 3, 2, 13, 2, 16, 8, 5
- Cn1cc(CN2CCc3sccc3C2)c(-c2ccccc2F)n1
    8, 1, -4, 4, -5, -3, -4, 3
